# CIT2 TOR yeast – yeast TOR pathway CIT2-GFP modulation; S. cerevisiae CIT2-GFP strain, flow cytometry, 3 h; 100 means same as DMSO wells; GFP response vs DMSO, % at 10 µM; 0.065% of 320,000 active; AID 2029;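 active = GFP response relative to DMSO above a set limit, near the screen mean plus 3 SD, cut at about 150% in these data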;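 also: ratio of well median GFP fluorescence to mean of DMSO wells on the plate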
# AGP1 TOR yeast – modulators of TOR pathway AGP1-GFP in S. cerevisiae | S. cerevisiae AGP1-GFP multiplex flow cytometry, 3 h; GFP as percent of DMSO wells | GFP response vs DMSO, % at 10 µM | 0.02% of 320,000 active;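 active = GFP response relative to DMSO above a set limit, near screen average plus 3 SD, cut at about 150% in these data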;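 also: median GFP channel fluorescence of the gated AGP1 strain per well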
# VLA-4 inh – inhibition in a human VLA-4 binding assay | P13612 | VLA-4 expressing cells, ligand binding flow cytometry | inhibition, % (about 7 µM as worked out from the volumes in the protocol) | 0.2% of 330,000 active | AID 2557; in the data active = inhibition above about 50%
# LAP4 TOR yeast – modulators of TOR pathway LAP4-GFP in S. cerevisiae. S. cerevisiae LAP4-GFP multiplex, flow cytometry GFP, 3 h; median GFP as percent of DMSO wells. AID 2023. 0.34% of 320,000 active. GFP response vs DMSO, % at 10 µM;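 active = GFP response vs DMSO above a set limit, about the screen mean plus 3 SD, cut at about 150% in these data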
# MEP2 TOR yeast – yeast TOR pathway MEP2-GFP modulation; GFP response vs DMSO, % at 10 µM; S. cerevisiae MEP2-GFP strain, flow cytometry GFP, 3 h; 100% = DMSO control level; 0.51% of 330,000 active;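 active = GFP response versus DMSO above a set limit, roughly screen mean plus 3 SD, cut at about 180% in these data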;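 also: median GFP fluorescence of the barcode-gated MEP2-GFP cells per well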
# GRK2 inh – human GRK2 inhibition via aptamer displacement; bead flow cytometry, FAM-aptamer displacement from GRK2; inhibition of aptamer binding, % at 10 µM; 0.59% of 330,000 active;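 active = inhibition of aptamer binding above 40%, roughly 3 SD of noise, on plates passing a quality check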;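 also: median bead fluorescence of bound FAM aptamer so fluorescent compounds give negative values; no value below 0 was filed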
# Target sequence (P25098 whole entry, looked up): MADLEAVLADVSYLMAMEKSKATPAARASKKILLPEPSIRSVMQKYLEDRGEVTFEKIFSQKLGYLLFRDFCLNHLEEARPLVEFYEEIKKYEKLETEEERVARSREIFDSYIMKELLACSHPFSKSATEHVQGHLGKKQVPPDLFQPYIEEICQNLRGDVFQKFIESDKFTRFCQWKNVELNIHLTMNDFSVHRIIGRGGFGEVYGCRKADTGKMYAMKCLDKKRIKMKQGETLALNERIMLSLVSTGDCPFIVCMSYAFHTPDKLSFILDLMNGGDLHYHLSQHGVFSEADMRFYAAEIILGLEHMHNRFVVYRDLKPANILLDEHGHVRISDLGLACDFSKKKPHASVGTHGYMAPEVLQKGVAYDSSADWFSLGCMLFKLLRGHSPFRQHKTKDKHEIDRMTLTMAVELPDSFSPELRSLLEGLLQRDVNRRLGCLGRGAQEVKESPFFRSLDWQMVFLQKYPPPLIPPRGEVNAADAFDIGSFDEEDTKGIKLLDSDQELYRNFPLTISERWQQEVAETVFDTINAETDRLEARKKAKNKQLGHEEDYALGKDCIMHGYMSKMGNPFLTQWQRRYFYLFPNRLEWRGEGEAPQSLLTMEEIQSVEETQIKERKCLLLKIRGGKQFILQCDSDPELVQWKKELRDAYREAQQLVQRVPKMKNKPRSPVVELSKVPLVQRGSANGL
# CR mimetic SO – yeast age-related superoxide inhibition as caloric restriction mimetic; S. cerevisiae aged cells, superoxide DHE fluorescence; stronger effect = lower value; superoxide response (% of plate mean), % at 10 µM; 0.18% of 330,000 active;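 active = superoxide response under a set limit, about three screen SD below normal, cut at about 65% in these data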;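 also: yeast aged for seven days with compound at 30 °C before DHE staining; 100% = average MFI of all compound-treated wells on the plate with controls excluded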
# RPL19A-GFP yeast – yeast TOR pathway RPL19A-GFP modulation; S. cerevisiae RPL19A-GFP strain, flow cytometry, 3 h; stronger effect = lower value; percent response vs DMSO, % at 10 µM; 0.3% of 330,000 active; AID 2025;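 active = percent response vs DMSO below 50%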;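 also: median channel GFP fluorescence of the barcoded RPL19A-GFP strain; ratio of sample median GFP to plate DMSO average so 100% = DMSO; lower means less RPL19A-GFP as with rapamycin TOR inhibition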
# Starred values were filed as active, the others as inactive; x = no result given; [ ] = another dose, or the depositor's remark.
SMILES,CIT2 TOR yeast,AGP1 TOR yeast,VLA-4 inh,LAP4 TOR yeast,MEP2 TOR yeast,GRK2 inh,CR mimetic SO,RPL19A-GFP yeast
O=C(COc1ccccc1)NNc1c2ccccc2nc2ccccc12,110,97,12,105,107,2,121,105
CC1=NOC2(C1)/C(=N/O)CCC/C2=N\O (stereo not drawn),102,102,35,100,105,1,103,103
CC(C(=O)Nc1ncccn1)(c1ccccc1)c1ccccc1,109,113,46,107,101,0,78,101
COc1ccc(OC)c(C(=O)c2coc3ccc(OCC(=O)O)cc23)c1,92,103,32,110,108,0,103,104
Oc1csc(Cc2nc(-c3ccc(Br)cc3)cs2)n1,87,97,24,94,94,0,108,99
COc1cc(-c2noc(C)c2-c2ccc3[nH]ccc3c2)cc(OC)c1OC,93,105,-24,106,107,1,94,102
O=C(COc1ccc(Cl)cc1[N+](=O)[O-])N1CCCCCC1,95,99,9,105,108,0,98,93
N=C(N)SCc1cn2ccccc2n1,102,100,16,93,100,1,101,106
Fc1ccc2nc(Nc3nc4cc5c(cc4s3)OCO5)sc2c1,92,94,-6,112,104,3,99,101
CS(=O)(=O)N1CCN(c2ccccc2NC(=O)c2ccc(-c3ccc(Br)cc3)o2)CC1,89,103,-7,112,109,0,106,100
COc1ccc(CN2CCCC(C(=O)N3CCCCC3)C2)c(OC)c1 (stereo not drawn),103,105,5,109,103,0,87,102
CCN(CCCNC(=O)C1c2ccccc2C(=O)N(CCOC)C1c1ccc(F)cc1)Cc1ccccc1 (stereo not drawn),107,103,3,108,100,0,104,99
CC(=O)N1CCN(S(=O)(=O)c2cccc(C(=O)OCC(=O)N(Cc3ccccc3)C(C)(C)C)c2)CC1,93,108,-12,107,100,1,94,107
CC(C)N(Cc1nccn1C)C(=O)CCc1nnc(CCCc2ccccc2)o1,100,103,30,95,105,4,104,103
CN(C)c1cccc(O)c1,92,101,-70,95,99,1,98,97
Cc1ccc(C(=O)NCCc2ccncc2)cc1,99,99,2,96,93,2,107,99
Cc1ccc(-c2nc3ncccn3c2Nc2ccc3c(c2)OCO3)o1,110,105,-16,106,105,0,96,103
O=C(COc1ccc(Br)cc1CNCCc1ccccc1)NCc1ccccc1,105,94,-3,96,99,0,94,94
CCCNC(=S)N1CCN(c2nc(C)nc3sc4c(c23)CCCC4)CC1,103,103,26,113,103,0,100,100
COc1ccc(CN(Cc2ccccn2)S(=O)(=O)c2ccc(-n3cnnn3)cc2)cc1,108,101,4,100,102,0,115,103
C=CCn1c(SCC(=O)NC2(C)CCS(=O)(=O)C2)nc2ccccc21 (stereo not drawn),101,97,20,90,102,3,116,94
CCN(CC)S(=O)(=O)c1ccc2c(c1)c(=O)c(C(=O)NCCN(C)CCc1ccccc1)cn2C,98,101,9,110,103,0,102,102
Cc1ccc(S(=O)(=O)N2CCN=C2SCc2ccccc2)cc1,82,97,10,108,95,0,63*,97
Cc1cc(NC(=O)CS(=O)(=O)c2cn(Cc3cccc(F)c3)c3ccccc23)no1,84,99,12,106,110,1,101,96
O=C(NCc1ccccn1)Nc1ccccc1F,x,103,7,99,147,0,102,113
Cc1cc(-n2nc(C)cc2C)n2nc(C)c(-c3ccc(Cl)cc3)c2n1,87,x,14,102,98,0,115,92
Cn1ncc([N+](=O)[O-])c1C(=O)Nc1ccccc1C(=O)O,107,97,17,83,112,4,87,101
COc1ccc(C(=O)CSc2nnc(-c3cc(C)cc(C)c3)o2)cc1,101,93,11,88,94,3,88,95
COc1ccc(N2CCN(C(CNS(=O)(=O)c3cc(F)ccc3F)c3cccnc3)CC2)cc1 (stereo not drawn),97,95,-4,96,97,0,93,95
CCOC(=O)C(C)On1c(-n2nc(C)cc2C)nc2ccccc2c1=O (stereo not drawn),95,88,-1,98,96,0,98,99
CC(C)(C)c1ccc(C(=O)c2c[nH]c(C(=O)NCCCN3CCOCC3)c2)cc1,x,103,4,104,106,0,98,98
CC1CC=C(c2ccccc2)C(=S)N1 (stereo not drawn),88,99,11,103,93,0,102,91
O=c1[nH]c(CSc2nc3ccccc3s2)nc2cc(Cl)ccc12,103,91,4,106,105,3,103,104
COc1cc(NC(=O)C2CCCN(c3ncnc4c3nc3n4CCCCC3)C2)cc(OC)c1OC (stereo not drawn),96,99,0,95,99,5,101,104
COC(=O)CNC(c1ccccc1)c1cc(C)ccc1NS(=O)(=O)c1ccc(C)cc1 (stereo not drawn),101,107,5,94,103,0,95,104
COc1ccc(C(=O)C[n+]2cccc(C(N)=O)c2)cc1,95,103,22,101,103,0,94,96
Cn1c(C(=O)Nc2ccc3c(c2)OCO3)cc2c(=O)n(C)c3ccccc3c21,90,94,-7,99,105,0,123,95
CCN(CC)c1ccc(/C=N/Nc2nc(C)cc(=O)[nH]2)cc1,77,97,12,97,107,0,101,105
Cc1nc(NCc2ccc3c(c2)OCO3)c2oc3ccccc3c2n1,86,89,31,105,93,0,98,90
COC(=O)Nc1ccc(Cn2cc(C(F)(F)F)ccc2=O)cc1,84,97,12,97,97,0,114,92

# Brought forward from above: 3 compounds, followed by the next part.
SMILES,CIT2 TOR yeast,AGP1 TOR yeast,VLA-4 inh,LAP4 TOR yeast,MEP2 TOR yeast,GRK2 inh,CR mimetic SO,RPL19A-GFP yeast
CCN(CC)c1ccc(/C=N/Nc2nc(C)cc(=O)[nH]2)cc1,77,97,12,97,107,0,101,105
Cc1nc(NCc2ccc3c(c2)OCO3)c2oc3ccccc3c2n1,86,89,31,105,93,0,98,90
COC(=O)Nc1ccc(Cn2cc(C(F)(F)F)ccc2=O)cc1,84,97,12,97,97,0,114,92
Cc1nc2ccc(S(=O)(=O)NC(C(=O)NCc3ccc4c(c3)OCO4)C(C)C)cc2s1 (stereo not drawn),102,105,-34,102,102,8,105,102
COc1cc(/C=N/Nc2snc(SC)c2C#N)cc(OC)c1OC,95,93,6,92,94,0,106,93
Cc1cc(C(=O)NCC(=O)OC(C(=O)Nc2cc(C(F)(F)F)ccc2Cl)c2ccccc2)ccc1[N+](=O)[O-] (stereo not drawn),92,94,2,x,93,0,107,94
CCC(CC)c1nnc(NC(=O)C2COc3ccccc3O2)s1 (stereo not drawn),103,104,-3,106,103,1,89,100
O=C(CSc1nnc2ccccn12)Nc1cccc(S(=O)(=O)N2CCOCC2)c1,101,100,0,103,118,0,109,101
Cc1ccc(C(=O)NCCn2ccc3ccccc32)cc1[N+](=O)[O-],106,79,2,94,94,0,91,86
Cc1ccccc1NC(NC(=O)c1cccs1)C(Cl)(Cl)Cl (stereo not drawn),89,107,-6,105,108,0,82,97
O=C(CSc1ccc2nnc(-c3ccccn3)n2n1)NCc1ccc2c(c1)OCO2,81,89,23,90,84,0,99,98
O=C(C(Sc1ccccc1)c1ccccc1)N1CCN(c2ccccc2)CC1 (stereo not drawn),89,97,12,92,94,0,103,100
COc1ccc(S(=O)(=O)N2CCOC2CNC(=O)C(=O)NCC(C)C)cc1 (stereo not drawn),105[may fluoresce green],101[may fluoresce green],-2,96[may fluoresce green],97[may fluoresce green],2,106,97[may fluoresce green]
O=C(N/N=C/c1c[nH]c2ccc(Br)cc12)c1ccn(Cc2ccc(Cl)cc2Cl)n1,97,109,17,110,102,0,117,103
Cc1cc(S(=O)(=O)Nc2ccc(C(=O)NCc3cccnc3)cc2)ccc1F,94,108,21,104,96,3,101,96
CCOC(=O)CSc1nnc(CNC(=O)c2ccc(S(=O)(=O)N3CCCC3)cc2)n1C,93,94,13,97,106,0,116,96
O=C(NCc1ccccc1)N1CCN(CCO)CC1,99,102,8,89,105,1,111,101
O=C(NCc1ccccc1Cl)C1CCC(=O)N1Cc1ccc(F)cc1 (stereo not drawn),101,95,17,103,116,5,110,100
CCN(Cc1cc2ccccc2[nH]c1=O)C(=O)c1cccc([N+](=O)[O-])c1,95,100,2,103,102,1,102,99
CCCNC(=O)c1ccc2c(c1)CCN2S(C)(=O)=O,104,104,-7,106,101,0,101,98
CC(=O)N(C)c1nnc(-c2cnccn2)s1,99,99,-4,116,93,0,98,99
CCOc1ccc(NC(=O)c2sc3nc(N4CCOCC4)c4c(c3c2N)CCCC4)cc1,91,94,-6,98,108,0,108,95
Cc1nnc(-c2cccc(C(F)(F)F)c2)nc1N1CCOCC1,97,98,-8,105,100,0,107,99
COc1ccccc1CNC(=O)CC(NS(=O)(=O)c1ccc(C)cc1)c1ccco1 (stereo not drawn),94,100,30,98,98,0,103,95
COc1ccc2nc3ccccc3nc2c1NC(=O)c1ccc(Cl)cc1,96,100,0,95,103,0,70,100
Cc1cccc(NC(=O)CSc2nc(=O)n(CCCN3CCOCC3)c3c2CCCC3)c1,83,95,12,110,94,0,100,97
COC(=O)c1ccn(CSc2cc(Cl)ccc2Cl)n1,82,85,-10,92,91,5,107,91
CC(C)c1ccc(NC(=O)Cc2c(C(=O)O)n(C)c3ccccc23)cc1,94,102,5,101,104,0,114,100
COc1ccc(CN2C(=O)c3cccnc3C2=O)cc1S(=O)(=O)N(C)Cc1ccco1,98,90,3,88,115,0,78,100
O=C(NC(Cc1ccccc1)C(=O)O)C1CCN(S(=O)(=O)c2cccc(C(F)(F)F)c2)CC1 (stereo not drawn),98,95,12,93,96,0,102,99
CC(=O)c1ccc(OCC(O)CN2CCN(CC(O)COc3ccc(C(C)=O)cc3)CC2)cc1 (stereo not drawn),100,104,19,101,103,0,97,98
CC(C)(C)n1nc2c(c1NC(=O)Cc1ccc(F)cc1)CSC2,91,98,7,92,89,8,121,102
O=C(Cc1ccccc1)NCC(=O)Nc1cccc(Br)c1,103,102,-13,92,107,1,85,103
CS(=O)(=O)Nc1cccc(C2=NN(S(C)(=O)=O)C(c3ccccc3)C2)c1 (stereo not drawn),107,101,-6,93,104,0,138,105
Cc1ccccc1CNC(=O)Nc1ccc(Cl)cc1,113,110,8,101,111,0,98,113
COCCOC(=O)c1c(C)oc2ccc(OC(=O)c3ccc4c(c3)OCO4)cc12,92,99,19,106,98,0,93,101
O=C(NC(=S)Nc1ccccc1N1CCOCC1)c1ccc([N+](=O)[O-])cc1,99,99,21,98,101,2,101,103
CCCN(CCC)CCSc1nc(O)c(C(C)C)c(=O)[nH]1,x,86,-1,98,96,0,91,94
Cc1ccc(NC(=O)c2ccc(NS(=O)(=O)/C=C/c3ccccc3)cc2)nc1,105[may fluoresce green],98[may fluoresce green],2,97[may fluoresce green],96[may fluoresce green],2,102,98[may fluoresce green]
Cc1ccc(-c2csc(N)n2)s1,105,105,0,111,93,1,98,101
O=c1cc(O)c2sc(Nc3cccc(C(F)(F)F)c3)nc2[nH]1,89,121,2,100,96,4,89,96
COc1ccc(C2CC(c3ccccc3)=NN2C(=O)c2ccc(F)cc2)cc1 (stereo not drawn),102,101,-4,97,104,3,104,108
O=C1Nc2ccc(Br)cc2C1=C1CCCCC1,110,89,12,95,100,x,101,101
Cc1cc(C)c(S(=O)(=O)NCC(CCC(=O)O)C(F)(F)F)c(C)c1 (stereo not drawn),98,102,15,104,97,0,112,99

# Four of the compounds above, with two lines to a compound.
# The line under a structure holds: CIT2 TOR yeast, AGP1 TOR yeast, VLA-4 inh, LAP4 TOR yeast, MEP2 TOR yeast, GRK2 inh, CR mimetic SO, RPL19A-GFP yeast
CS(=O)(=O)Nc1cccc(C2=NN(S(C)(=O)=O)C(c3ccccc3)C2)c1 (stereo not drawn)
    107, 101, -6, 93, 104, 0, 138, 105
Cc1ccccc1CNC(=O)Nc1ccc(Cl)cc1
    113, 110, 8, 101, 111, 0, 98, 113
COCCOC(=O)c1c(C)oc2ccc(OC(=O)c3ccc4c(c3)OCO4)cc12
    92, 99, 19, 106, 98, 0, 93, 101
O=C(NC(=S)Nc1ccccc1N1CCOCC1)c1ccc([N+](=O)[O-])cc1
    99, 99, 21, 98, 101, 2, 101, 103
